High-throughput results as filed in PubChem BioAssay.
TRHR enhancer: TRH receptor (human) allosteric enhancement. P34981. TRHR cells, fluo-8 calcium fluorescence, EC20 TRH enhancement. enhancement, % at 2 µM. hit rate 0.66% among 360,000. AID 493056; in the data active means enhancement above about 30%; further: 0% is about no effect
Target sequence (P34981 whole entry, looked up): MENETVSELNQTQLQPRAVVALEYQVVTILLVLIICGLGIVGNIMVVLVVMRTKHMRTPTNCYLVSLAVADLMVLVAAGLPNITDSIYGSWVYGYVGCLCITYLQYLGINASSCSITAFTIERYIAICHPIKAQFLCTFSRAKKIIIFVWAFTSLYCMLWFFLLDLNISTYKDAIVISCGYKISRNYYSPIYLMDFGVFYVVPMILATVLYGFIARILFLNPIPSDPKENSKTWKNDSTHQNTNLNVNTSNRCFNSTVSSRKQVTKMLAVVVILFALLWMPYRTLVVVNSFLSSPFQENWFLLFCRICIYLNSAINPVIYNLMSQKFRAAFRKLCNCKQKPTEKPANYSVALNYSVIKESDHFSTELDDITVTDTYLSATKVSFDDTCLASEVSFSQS
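Enhancer read-out: after compound pinning and an initial kinetic agonist-mode read, an EC20 of TRH (10 nM final) was injected and fluo-8 calcium signal (Ex 480/Em 530) followed at 1 s/cycle for 100 cycles in TRHR-expressing cells.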
D1 antag: human D1 dopamine receptor antagonism; P21728; HEK293 TREx D1 cells, calcium flux, dopamine EC80; stronger effect = lower value; activity change, negative = inhibition, % at 10 µM; hit rate 3.2% among 360,000; AID 504652; in the data active means activity change below about -30%; further: on the % scale 0 is the no-effect control and ±100 the full control effect
Target sequence (P21728 whole entry, looked up): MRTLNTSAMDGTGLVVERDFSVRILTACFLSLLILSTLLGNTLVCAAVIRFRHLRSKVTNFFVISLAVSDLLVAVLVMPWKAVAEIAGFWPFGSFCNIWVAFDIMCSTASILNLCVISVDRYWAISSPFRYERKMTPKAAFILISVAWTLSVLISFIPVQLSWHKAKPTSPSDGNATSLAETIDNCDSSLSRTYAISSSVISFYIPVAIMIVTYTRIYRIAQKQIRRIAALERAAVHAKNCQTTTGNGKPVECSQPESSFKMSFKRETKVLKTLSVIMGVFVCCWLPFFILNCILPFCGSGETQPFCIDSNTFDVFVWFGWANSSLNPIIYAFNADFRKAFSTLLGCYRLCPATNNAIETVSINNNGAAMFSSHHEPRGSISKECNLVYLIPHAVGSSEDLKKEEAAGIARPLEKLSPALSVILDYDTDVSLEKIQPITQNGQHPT
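Compound effects on dopamine-evoked calcium signalling were measured in tetracycline-induced HEK293 Trex D1 cells. Dopamine at EC80 followed a 180 s compound pre-read, and fluorescence was tracked kinetically for 180 s more.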
D2 antagonist: antagonizes the human D2 dopamine receptor; P14416; HEK293 TREx D2 cells, calcium flux, dopamine EC80; inhibition, % at 10 µM; hit rate 2% among 340,000; in the data active means inhibition above about 30%; further: 0% is about no effect
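Inhibition of EC80 dopamine-driven calcium flux, recorded kinetically, defines activity here; cells are a tetracycline-induced HEK293 T-REx line expressing force-coupled D2.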
RXFP1 agonist: activates the human relaxin receptor RXFP1 | Q9HBX9 | HEK293T-RXFP1 cAMP TR-FRET, 30 min; response scale: percent of porcine relaxin response, buffer zero | Potency, µM (series often up to 57.5 µM), for inactives: at the top dose activation, most hits filed as activators | hit rate 0.3% among 370,000; active means well fitted activation curve with a large enough effect; inconclusive means small, poorly fitted or top-dose-only effect; further: potency means the concentration at half of the fitted maximal effect; on the % scale 0 is the no-effect control and ±100 the full control effect; nearly all actives have a fitted effect of over 60% in size; many of its hits are not listed in these tables
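cAMP rise read by TR-FRET after 30 min, 37C compound exposure (up to 58 uM) in RXFP1-transfected HEK293 cells with Ro 20174 present. EC50 from Hill-equation fits, with 29 nM porcine relaxin as 100% and buffer as basal.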
RXFP1 antag: antagonists of human relaxin receptor RXFP1 | Q9HBX9 | HEK293-RXFP1, relaxin-stimulated cAMP HTRF, 30 min; stronger effect = lower value | activity change, negative = inhibition, % at 57.5 µM | hit rate 0.59% among 350,000;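 active means activity change of -60% or lower, but not beyond a set lower limit; inconclusive means change between -60% and -40%, or beyond the set limit; inactive means change above -40%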; further: on the % scale 0 is the no-effect control and ±100 the full control effect
D1 agonist: activates the human D1 dopamine receptor. activation, % at 2 µM. hit rate 1% among 360,000. HEK293 T-REx D1 cells, calcium flux, agonist mode. AID 504660; in the data active means activation above about 30%; further: 0% is about no effect
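Inducible HEK293 T-REx D1 cells, force-coupled to calcium signalling, were plated at 4000 cells/well with tetracycline and held overnight at 30 C. After no-wash calcium dye loading, compound-evoked calcium rise over 180 s flagged agonists.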
D1 potentiator: potentiators of human D1 dopamine receptor. hit rate 0.036% among 360,000. potentiation, % at 10 µM. HEK293 TREx D1 cells, calcium flux, dopamine EC20 potentiation. AID 504651; in the data active means potentiation above about 30%; further: 0% is about no effect
D2 agonist: activates the human D2 dopamine receptor; AID 485358; activation, % at 2 µM; hit rate 0.53% among 340,000; P14416; HEK293 T-REx D2 cells, calcium flux agonist mode;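 active means activation over 3 SD above normal in the single-dose calcium agonist read, cut at about 30% in these data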; further: 0% is about no effect
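HEK293 Trex D2 cells, tetracycline-induced, o/n 30 C 5% CO2; no-wash Ca dye, RT 30–90 min; 10-cycle baseline, 23 nl cpd added, kinetic Ca read 180 s; agonist hits = positive Ca response.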
D2 potentiator: D2 dopamine receptor (human) potentiation. P14416. HEK293 T-REx D2, calcium flux, EC20 dopamine potentiation. potentiation, % at 10 µM. hit rate 0.34% among 340,000. AID 485347;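 active means potentiation over 3 SD above the plate norm, cut at about 30% in these data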; further: 0% is about no effect
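Using a no-wash calcium dye in inducible, force-coupled HEK293 Trex cells expressing D2, we tracked fluorescence each second for 180 s after compound, then for 180 s after EC20 dopamine to detect augmented signalling.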
Numbers without * were called inactive; ? = inconclusive; . = no result given; & = joins results of further samples. These rows are one share of the data; the hit share may differ from the screen's.

molecule	TRHR enhancer	D1 antag	D2 antagonist	RXFP1 agonist	RXFP1 antag	D1 agonist	D1 potentiator	D2 agonist	D2 potentiator
COc1ccc(N2C(=O)CC(N(CCc3ccc(S(N)(=O)=O)cc3)C(=S)Nc3ccccc3)C2=O)cc1 (configuration not stated)	-4	1	-2	7.7%	17	4	-3	-1.9	-6
CCCCNc1ncnc2sc3c(c12)CCN(CCC)C3	0	-7	-2	?	-1	0	-1	-0.6	-5
CCCCSc1nc2ccccc2[nH]1	-3	9	22	-1.7%	1	1	-2	-0.2	-9
CCC(C)C(NC(=O)C1CCC(C)CC1)C(=O)Nc1ccc(OC)cc1 (configuration not stated)	2	9	1	-1.4%	-13	1	-3	-2.9	.
COc1ccc(NC(=O)C2CCN(S(=O)(=O)c3cccc(-c4noc(C)n4)c3)CC2)cc1OC	7	2	.	-2.2%	-9	0	-1	.	-9
O=C1/C(=C/c2cccs2)Sc2ccccc21	2	-93*	7	0.1%	.	3	1	0.9	-9
COc1ccc(NS(=O)(=O)c2cccc(C(=O)NNC(=O)CN3C(=O)NC(C)(C)C3=O)c2)cc1	9	3	7	1.3%	-15	2	-5	0.0	-15
O=C(Cn1nc(-c2ccc(Cl)cc2)ccc1=O)NCc1ccc2c(c1)OCO2	4	-7	20	0.5%	.	1	-2	-0.6	-2
CN(CC(=O)Nc1ccccc1N1CCCC1)S(=O)(=O)c1ccc(F)cc1	-3	-10	4	-1.3%	5	1	-5	-0.3	0
Cn1c(=O)n(C)c2cc(N3CCCCC3)c(NC(=O)Nc3ccc(Br)cc3)cc21	3	4	.	0.1%	.	0	4	0.1	-6
CCn1cc(C(=O)Nc2ccc(C)c([N+](=O)[O-])c2)cn1	1	7	-13	-0.2%	.	1	-4	-3.0	9
CC(C)CN(C)C(=O)CC1C(=O)NCCN1C (configuration not stated)	-2	4	-35	0.8%	-23	3	-5	1.6	5
Cc1cc(C)n(CC2CC(=O)N(c3ccc(Cl)cc3)C2=O)n1 (configuration not stated)	-2	-2	1	-0.6%	-1	3	-1	0.0	-2
CCC1CCCCN1C(=O)C(=O)c1cn(CC(=O)N(CC)CC)c2ccccc12 (configuration not stated)	-10	-2	-6	2.1%	7	0	10	0.5	0
CC(C)(C)CN1C(=O)C(=O)NC[C@H]1Cc1cccc2ccccc12	0	-7	18	0.0%	.	0	-1	-0.8	22
COc1cccc(NC(=O)Nc2ccc3snnc3c2)c1	-3	-19	.	1.2%	.	37*	-3	-0.7	1
CCCN1C(=O)C(O)(CC(=O)c2ccc(CC)cc2)c2cc(Br)ccc21 (configuration not stated)	-4	-2	.	0.2%	?	3	0	0.8	-1
CSc1ccc(CCNC(=O)NCc2noc3ccccc23)cc1	-6	-1	.	0.7%	-17	-1	-2	-0.3	-10
Nn1cnc2cc3ccccc3cc2c1=O	26	0	5	0.0%	-9	1	-4	-1.7	11
CCOC(=O)CC(=O)Nc1ccccc1C(=O)O	4	-10	12	2.0%	2	0	2	-0.4	16
COC(=O)c1sccc1NC(=O)/C=C/C(=O)O	1	2	0	3.3%	3	8	-2	0.6	4
COc1cccc(NC(=O)c2ccc3nc(Cc4ccccc4)oc3c2)c1	2	-8	.	-1.3%	-8	7	0	0.3	-4
CCOC(=O)N1CCN(C(=O)/C(=C/c2cccs2)NC(=O)c2cccs2)CC1	-2	4	-11	-0.1%	3	6	1	-0.3	1
COC(=O)c1ccc2nc(-c3ccc4c(c3)OCO4)cn2c1	7	-6	-32	12%	-1	0	-2	-1.2	15
Cc1cccc(NC(=O)CSc2nc(=O)n(Cc3ccco3)c3c2CCC3)c1C	-15	.	.	3.3%	.	-2	-2	1.2	-2
Cc1nnc(SCCC#N)n(CCC#N)c1=O	3	15	-9	1.7%	-22	5	0	-1.4	-10
O=C(Nc1ncn[nH]1)C(F)(F)C(F)F	-4	28	23	0.4%	-3	-2	-5	0.5	-18
O=C(COc1ccc2c3c(c(=O)oc2c1)CCC3)N1CCCCC1	-4	-5	9	-0.6%	-6	3	-6	-0.1	-10
CCSc1ccccc1C(=O)N=C1NC(=O)CC2C(=O)NCCN12 (configuration not stated)	-11	21	5	16%	-2	2	0	-0.4	1
CCc1c(C)c2ccc(OCC(=O)NCC3CCC(C(=O)O)CC3)cc2oc1=O (configuration not stated)	2	5	-14	2.6%	.	3	3	0.7	8
CC1CCCN(CCOCCOc2ccc(Br)cc2Cl)C1 (configuration not stated)	0	-32*	52*	2.1%	-8	26	-10	0.7	-27
CC(C(=O)Nc1ccc(O)cc1C(=O)O)N1C(=O)/C(=C\c2cccs2)SC1=S (configuration not stated)	-9	-2	8	2.8%	-15	2	10	-0.5	9
O=c1ccc2ccc(OCCOc3cccc(Cl)c3)cc2o1	1	-9	-2	-2.9%	0	5	-5	1.0	-5
CSCC[C@H](NC(=O)COc1cc2c(c3oc(=O)c(C)c(C)c13)CCC(C)(C)O2)C(=O)O	-2	2	-15	9.8%	0	1	-10	-0.8	-3
Cc1ccc(CSCCC(=O)N2CCN(c3ccc(F)cc3)CC2)cc1	1	-6	.	-0.4%	1	-4	0	0.1	20
Cc1ccc2c(c1)[nH]c1c(=O)n(Cc3ccco3)cnc12	-18	-26	18	1.7%	-8	29	4	33*	-17
O=C(COC(=O)[C@@H]1CC(O)CN1S(=O)(=O)c1ccc2c(c1)OCCO2)Nc1ccccc1F (some centres not stated)	-6	-1	-17	-0.7%	-12	0	1	0.2	-8
COC(=O)c1ccc(NC(=O)CNC(=O)C2CCCCC2)c(C)c1	0	0	-5	0.2%	-2	1	3	0.8	-8
Cc1ccc(Cl)c(Nc2ccccc2C(=O)O)c1Cl	7	-25	-10	0.9%	?	0	-3	-0.7	9
O=C(CC1S/C(=N/N=C2CCCCCC2)NC1=O)Nc1ccccc1F (configuration not stated)	0	1	-9	0.6%	1	2	0	-0.1	-1

In a second layout: entries from further up
> Cc1ccc2c(c1)[nH]c1c(=O)n(Cc3ccco3)cnc12
  TRHR enhancer = -18
  D1 antag = -26
  D2 antagonist = 18
  RXFP1 agonist = 1.7%
  RXFP1 antag = -8
  D1 agonist = 29
  D1 potentiator = 4
  D2 agonist = 33*
  D2 potentiator = -17
> O=C(COC(=O)[C@@H]1CC(O)CN1S(=O)(=O)c1ccc2c(c1)OCCO2)Nc1ccccc1F (some centres not stated)
  TRHR enhancer = -6
  D1 antag = -1
  D2 antagonist = -17
  RXFP1 agonist = -0.7%
  RXFP1 antag = -12
  D1 agonist = 0
  D1 potentiator = 1
  D2 agonist = 0.2
  D2 potentiator = -8
> COC(=O)c1ccc(NC(=O)CNC(=O)C2CCCCC2)c(C)c1
  TRHR enhancer = 0
  D1 antag = 0
  D2 antagonist = -5
  RXFP1 agonist = 0.2%
  RXFP1 antag = -2
  D1 agonist = 1
  D1 potentiator = 3
  D2 agonist = 0.8
  D2 potentiator = -8
> Cc1ccc(Cl)c(Nc2ccccc2C(=O)O)c1Cl
  TRHR enhancer = 7
  D1 antag = -25
  D2 antagonist = -10
  RXFP1 agonist = 0.9%
  RXFP1 antag = ?
  D1 agonist = 0
  D1 potentiator = -3
  D2 agonist = -0.7
  D2 potentiator = 9

(listing goes on)
molecule	TRHR enhancer	D1 antag	D2 antagonist	RXFP1 agonist	RXFP1 antag	D1 agonist	D1 potentiator	D2 agonist	D2 potentiator
O=C(NCCc1nnc2ccc(NCc3cccnc3)nn12)c1ccccc1F	11	3	-3	13%	2	4	3	0.0	6
COc1ccc(C#Cc2ccc3c(c2)c(=O)c2ccccc2n3C)cc1	1	-2	24	8.0%	.	1	-4	0.3	5
CCCn1c(O)c(N=NC(=O)c2ccco2)c2ccccc21	0	-15	.	0.6%	.	0	-4	.	.
Cc1cccc(CC(C)NC(=O)c2oc3c(F)cccc3c2C)n1 (configuration not stated)	2	-29	1	-1.2%	-3	-2	-1	-2.7	-13
CCOC(=O)COc1ccc(F)cc1C(=O)c1ccn2nc(-c3ccc(Cl)cc3)cc2n1	2	-5	.	-1.6%	.	-1	-3	0.0	11
Cn1c(CCCOc2ccc(Cl)cc2Cl)nnc1SCC(=O)Nc1nccs1	0	-20	32*	0.6%	11	14	18	0.6	2
COCc1nnc(NS(=O)(=O)c2ccc(Br)cc2)s1	9	9	3	1.4%	-12	1	-4	0.4	-2
COc1ccc(NC(=O)CN2C(=O)C(C)Oc3ccccc32)cc1OC (configuration not stated)	1	13	0	-0.8%	9	4	2	1.0	3
Cc1cccc(N2N=C(C(=O)Nc3ccc(Cl)c(S(=O)(=O)N4CCOCC4)c3)CCC2=O)c1	1	23	-33	1.7%	-16	6	.	0.2	3
O=C(N/N=C/c1ccc(N2CCOCC2)cc1)c1ccccc1OCCOc1ccccc1	6	15	-2	14%	6	1	0	-0.2	6

Sorted by formula weight (ascending): three of the compounds above
molecule	TRHR enhancer	D1 antag	D2 antagonist	RXFP1 agonist	RXFP1 antag	D1 agonist	D1 potentiator	D2 agonist	D2 potentiator
Cc1cccc(CC(C)NC(=O)c2oc3c(F)cccc3c2C)n1 (configuration not stated)	2	-29	1	-1.2%	-3	-2	-1	-2.7	-13
COc1ccc(C#Cc2ccc3c(c2)c(=O)c2ccccc2n3C)cc1	1	-2	24	8.0%	.	1	-4	0.3	5
CCOC(=O)COc1ccc(F)cc1C(=O)c1ccn2nc(-c3ccc(Cl)cc3)cc2n1	2	-5	.	-1.6%	.	-1	-3	0.0	11

Continued:
molecule	TRHR enhancer	D1 antag	D2 antagonist	RXFP1 agonist	RXFP1 antag	D1 agonist	D1 potentiator	D2 agonist	D2 potentiator
CN1/C(=C\C(=O)Nc2ccc(F)cc2)C(C)(C)c2ccccc21	-1	-28	14	-0.4%	2	7	-12	2.0	-9
CCOc1ccc(CNC(=O)CCS(=O)(=O)c2ccc3c(c2)oc(=O)n3C)cc1	-10&-15	-3&-2	-6	0.1%&-0.4%	8&-4	2&2	14&4	0.1&0.0	4&-10
Cc1ccc(NC(=O)CN(C)C(=O)CNC(=O)c2cccs2)cc1	-1	-12	6	0.1%	3	0	1	-0.1	-2
O=C(COc1ccc(S(=O)(=O)N2CCOCC2)cc1)NC1CCCC1	-2	-15	3	2.2%	1	1	-5	0.6	.
Cc1ccc(C)c(Oc2ccc(S(=O)(=O)N3CCN(C)CC3)cn2)c1	-8	1	18	0.6%	-2	2	-14	-0.2	-2
C=CCc1ccccc1OCC(O)CN1CCN(C(=O)OCC)CC1 (configuration not stated)	1	1	5	4.0%	.	0	0	-0.1	2
